ADAM10 inh: human ADAM10 inhibitors, primary screen, biochemical, QFRET, HTS. recombinant ADAM10, EDANS/DABCYL FRET peptide cleavage, 3 h. inhibition, % at 7 µM. 370,000 compounds, 0.62% hits. AID 720582, 2013;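 active means inhibition above a per-campaign cutoff equal to the mean of compounds falling between control-based bounds plus 3 SD, cut at about 20% in these data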;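 further: 0% = DMSO wells while the 100% control is not disclosed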
Target sequence (O14672 214-748 limits assumed): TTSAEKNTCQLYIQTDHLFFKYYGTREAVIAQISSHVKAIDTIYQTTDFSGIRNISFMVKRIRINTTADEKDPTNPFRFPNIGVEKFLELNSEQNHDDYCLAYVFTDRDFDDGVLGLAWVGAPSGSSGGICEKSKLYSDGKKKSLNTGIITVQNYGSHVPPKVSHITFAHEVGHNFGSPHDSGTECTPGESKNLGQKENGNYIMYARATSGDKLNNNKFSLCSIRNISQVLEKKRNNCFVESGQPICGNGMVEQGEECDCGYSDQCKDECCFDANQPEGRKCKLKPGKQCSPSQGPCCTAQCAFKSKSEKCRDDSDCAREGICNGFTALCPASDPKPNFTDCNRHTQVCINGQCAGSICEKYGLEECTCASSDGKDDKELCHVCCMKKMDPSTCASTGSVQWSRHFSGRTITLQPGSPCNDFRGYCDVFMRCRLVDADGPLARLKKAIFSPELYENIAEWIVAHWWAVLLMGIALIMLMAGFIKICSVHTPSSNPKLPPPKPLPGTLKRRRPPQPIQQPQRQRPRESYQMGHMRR
LEDGF integ inh: blockers of LEDGF/p75-dependent integrase strand transfer – biochemical, TR-FRET, high throughput, primary screen | HIV-1 integrase (with human LEDGF/p75) | TR-FRET IN-LEDGF/p75 DNA integration, Eu/Cy5 | inhibition, % at 3.7 µM | 370,000 compounds, 0.64% hits | AID 743269, 2014;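 active means inhibition above the screen-wide mean plus 3 SD, cut at about 13% in these data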;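 further: signal is the Cy5 over europium emission ratio at 671 and 618 nm; 0% = plate median of compound wells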
PLC-gamma1 inh: PLC-gamma1 enzyme inhibitors, primary screen, biochemical, fluorescence, purified enzyme; 1-phosphatidylinositol 4,5-bisphosphate phosphodiesterase gamma-1 (Homo sapiens), P19174; fluorogenic substrate; inhibition, % at 12.2 µM; 370,000 compounds, 0.84% hits; in the data active means inhibition above about 9.5%
ARFGAP1 inh: inhibitors of rat ARFGAP1 GAP activity, primary screen, biochemical, fluorescence polarization, GDP tracer; AID 651572, 2012; 360,000 compounds, 0.26% hits; inhibition, % at 16.5 µM; Arfgap1-stimulated ARF1 GTP hydrolysis, GDP FP detection; ADP-ribosylation factor GTPase-activating protein 1 (Rattus norvegicus), Q62848;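 active means inhibition above a per-plate limit, mean inhibition of low control wells plus 3 SD, cut at about 25% in these data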;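 further: 0% = DMSO wells with enzyme and 100% = wells lacking Arfgap1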
Target sequence (Q62848 1-136 limits assumed): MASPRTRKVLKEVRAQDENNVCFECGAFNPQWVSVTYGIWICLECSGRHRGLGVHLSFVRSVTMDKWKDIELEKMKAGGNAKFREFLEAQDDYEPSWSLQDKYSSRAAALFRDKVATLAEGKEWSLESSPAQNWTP
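Material: rat Arfgap1 catalytic domain, aa 1-136; also added: human ARF1(Δ1-17)-GTP substrate; compound dosing: one concentration, 16.5 µM, DMSO 1.26%; incubation: GTP hydrolysis reaction 2 h at 25 °C; measured by: Tracer-displacement fluorescence polarization with EDTA stop, 620/688 nm; evaluation: % inhibition from polarization; repeats: one replicate per compound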
ASAP1 inh: inhibitors of human ASAP1 ArfGAP activity, primary screen, biochemical, fluorescence polarization. Arf-GAP with SH3 domain, ANK repeat and PH domain-containing protein 1 (Homo sapiens), …. inhibition, % at 16.5 µM. 360,000 compounds, 0.19% hits. AID 624377, 2012. ASAP1-stimulated ARF1 GTP hydrolysis, GDP FP detection; in the data active means inhibition above about 25%;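 further: 0% = vehicle with enzyme and substrate and 100% = no enzyme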
DDE Tn6 FP inh: inhibitors of Tn6 peptide binding to fibrin DD(E), primary screen, biochemical, fluorescence polarization, human fibrin, Tn6 probe; Fibrinogen beta chain (Homo sapiens), P02675; Fibrin DD(E) TRITC-Tn6 fluorescence polarization displacement; inhibition, % at 8.3 µM; 370,000 compounds, 0.21% hits; AID 720509, 2013;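 active means inhibition above a per-campaign cutoff: mean of compounds within control limits plus 3 SD, cut at about 15% in these data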;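 further: 0% = median of all compound wells on the plate and 100% = blocking peptide control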
TDP2 absorb: human TDP2 enzyme inhibitors, primary screen, biochemical, epi absorbance, recombinant enzyme | Tyrosyl-DNA phosphodiesterase 2 (Homo sapiens), O95551 | T5PNP hydrolysis, p-nitrophenol absorbance 415 nm | inhibition, % at 12.8 µM | 370,000 compounds, 0.34% hits;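 active means inhibition above the mean of all tested compounds plus 3 SD, set per campaign, cut at about 25% in these data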;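 further: 0% = DMSO with enzyme and 100% = buffer with substrate but no TDP2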
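test system = human TDP2 enzyme | input = TDP2 enzyme at 120 nM final | medium = 50 mM Tris-HCl pH 7.5 with Mg2+, KCl, DTT, BSA | also added = T5PNP substrate, 5 mM | times = 2 h at 37 °C | technique = epi absorbance | benchmarks = high control without enzyme, low control DMSO plus TDP2 | replication = each compound tested once, singlicate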
ADAM17 inh: ADAM17 inhibitors, primary screen, biochemical, QFRET. Disintegrin and metalloproteinase domain-containing protein 17 (Homo sapiens), P78536. recombinant ADAM17, EDANS/DABCYL FRET peptide cleavage. inhibition, % at 6.95 µM. 370,000 compounds, 0.83% hits;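 active means inhibition above the mean of compounds lying between control limits plus 3 SD, set per campaign, cut at about 8.5% in these data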;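 further: 0% = DMSO-only wells as the low control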
proKLK7 act: proKLK7 zymogen activators, primary screen, biochemical, fluorescence intensity. Kallikrein-7 (Homo sapiens), P49862. purified proKLK7, EDANS-DABCYL substrate fluorescence; 100% is mature enzyme control, 0% vehicle. activation, % at 7 µM. 370,000 compounds, 0.9% hits. AID 652039, 2013;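 active means activation above the mean of all tested compounds plus 3 SD, computed per campaign excluding outliers beyond control limits, cut at about 13% in these data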
Target sequence (P49862 whole entry, looked up): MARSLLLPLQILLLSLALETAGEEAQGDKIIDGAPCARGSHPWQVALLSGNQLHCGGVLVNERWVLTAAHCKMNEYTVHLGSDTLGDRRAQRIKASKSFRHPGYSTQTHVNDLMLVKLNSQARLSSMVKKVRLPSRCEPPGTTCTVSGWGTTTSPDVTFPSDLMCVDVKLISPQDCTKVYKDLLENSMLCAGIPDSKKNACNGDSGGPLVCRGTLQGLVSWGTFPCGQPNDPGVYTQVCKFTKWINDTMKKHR
DDE Tn7 FP inh: inhibitors of Tn7 peptide binding to fibrin DD(E), primary screen, biochemical, fluorescence polarization, human fibrin, Tn7 probe. inhibition, % at 8.3 µM. Fibrinogen beta chain (Homo sapiens), P02675. 370,000 compounds, 0.13% hits. FP displacement of FITC-Tn7 peptide from fibrin DD(E); 0% = median of compound wells per plate;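 active means inhibition above the mean of compounds falling within the control limits plus 3 SD of them, cut at about 14% in these data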;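 further: 0% = plate median of compound wells and 100% = 10 µM Aha-Tn7 peptide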
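Test system: human clot-derived fibrin DD(E) complex / Quantity: 2 µM final DD(E) protein / Incubation: 10 min plus 3 h, room temperature / Measured by: fluorescence polarization / Benchmarks: high control of 10 µM Aha-Tn7 peptide / Replicates: singlicate testing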
* = called active by the depositor; i = inactive.

SMILES	ADAM10 inh	LEDGF integ inh	PLC-gamma1 inh	ARFGAP1 inh	ASAP1 inh	DDE Tn6 FP inh	TDP2 absorb	ADAM17 inh	proKLK7 act	DDE Tn7 FP inh
COc1ccccc1N1CCN(C(=O)Cn2cnc3c2c(=O)n(C)c(=O)n3C)CC1	2	-3	1	4	-2	1	-4	-5	0.4	-1
O=C1/C(=C\c2c(NCCOCCO)nc3ccccn3c2=O)SC(=S)N1Cc1ccco1	-104	3	-88	-2	2	3	2	-31	0.9	-8
CN1N=C(C(=O)N2CCN(c3ccc([N+](=O)[O-])cc3)CC2)CCC1=O	4	1	-37	9	2	-7	-9	0	-0.6	6
O=C1N(c2ccccc2)C(c2ccccc2)N2CCCN12 (centres undefined)	-1	1	1	3	2	-6	9	-4	0.2	3
COC(=O)c1sccc1NC(=O)COc1ccc(C)cc1	-1	2	5	-5	-4	0	5	1	-0.1	4
Cc1cc(C)n2c(SCC(=O)Nc3ccc(F)cc3F)nnc2n1	-21	-2	-41	-6	-2	6	6	-9	2.8	0
CC1Sc2ccc(S(=O)(=O)CCC(=O)Nc3cc(F)ccc3F)cc2NC1=O (centres undefined)	-5	3	3	-7	2	10	-11	5	-0.1	7
COc1ccc(CCN(C(=O)c2snc(C(N)=O)c2N)C(C)C(=O)NC2CCCCC2)cc1OC (centres undefined)	-27	-1	-10	-5	-3	2	4	-10	0.2	5
CCOc1ccc(CCn2c(-c3ccco3)nc3ccccc3c2=O)cc1OCC	-3	4	-2	16	7	-4	4	-3	0.0	5
C=C(C)c1cccc(C(C)(C)NC(=O)Nc2ccc(C(C)=O)cc2)c1	5	-7	4	6	-3	-10	-14	3	0.7	-2
CCOC(=O)c1c2ccc(OCC(=O)N/N=C/c3ccc(C)cc3)cc2n2ccccc12	-41	2	-75	2	-17	-3	16	-13	-3.5	-2
Cc1cc(NC(=O)CSCc2nc(-c3cccc(F)c3)oc2C)no1	-3	-1	2	4	-3	-2	2	0	-0.1	6
O=C(COC(=O)C1CCN(c2ccc(C(F)(F)F)cn2)CC1)Nc1cc(F)ccc1F	-3	-4	1	12	-2	-6	1	1	-0.4	-1
O=S(=O)(Cc1ccccc1)C(CCCc1ccccc1)S(=O)(=O)Cc1ccccc1	11	-1	8	-23	3	-6	-11	6	-0.1	-3
CC(=O)Nc1ccc(NC(=O)COc2ccc(-c3ccccc3)cc2)cc1	4	5	4	7	-4	4	-1	-1	0.1	0
Cc1cc(C[n+]2cc(Cl)ccc2N)c2ncccc2c1	-6	-3	1	1	3	1	3	-6	-0.4	-5
O=C(O)c1nn(-c2ccccc2C(F)(F)F)cc1O	-9	-5	0	11	11	-4	-5	-4	-0.2	2
CC1(C)Oc2ccc(C(=O)N3CCCCC3)cc2N(CC(=O)NCc2ccccc2)C1=O	-5	0	1	-3	6	-1	-2	-2	-0.2	-4
CC(C)(C)SCCNS(=O)(=O)c1ccc(C#N)cc1	-3	-8	-1	18	6	-8	-17	-3	-0.4	0
Cn1c(=O)[nH]c(=O)c2c1nc(CN1CCOCC1)n2CCCc1ccccc1	-2	2	1	2	13	-1	-11	-2	-0.4	-5
Clc1cccc(Cl)c1CO/N=C/c1c(-c2ccccc2)nc2n1CCS2	-15	-1	3	0	3	6	-3	3	-0.4	-6
CCC(C)(C(=O)NC1CCCCC1)N(C)C(=O)c1ccccn1 (centres undefined)	-4	-2	1	-7	-5	12	-5	-3	0.1	-1
CC(=O)NS(=O)(=O)c1ccc(NC(=O)c2cc(-c3cccs3)nc3ccccc23)cc1	-268	0	-144	-13	13	3	5	-79	7.3	1
CSC(=NC#N)N1CCN(c2c(C)cccc2C)CC1	-2	-3	-2	10	1	-3	-3	-2	-0.7	-3

Some of the entries so far, bar-delimited.
Structure | ADAM10 inh | LEDGF integ inh | PLC-gamma1 inh | ARFGAP1 inh | ASAP1 inh | DDE Tn6 FP inh | TDP2 absorb | ADAM17 inh | proKLK7 act | DDE Tn7 FP inh
O=S(=O)(Cc1ccccc1)C(CCCc1ccccc1)S(=O)(=O)Cc1ccccc1 | 11 | -1 | 8 | -23 | 3 | -6 | -11 | 6 | -0.1 | -3
CC(=O)Nc1ccc(NC(=O)COc2ccc(-c3ccccc3)cc2)cc1 | 4 | 5 | 4 | 7 | -4 | 4 | -1 | -1 | 0.1 | 0

New compounds follow:
SMILES	ADAM10 inh	LEDGF integ inh	PLC-gamma1 inh	ARFGAP1 inh	ASAP1 inh	DDE Tn6 FP inh	TDP2 absorb	ADAM17 inh	proKLK7 act	DDE Tn7 FP inh
Cc1ccc(C)n1-c1nccc(-c2ccco2)n1	i	2	i	-23	6	4	-1	i	81*	-6
O=C(Nc1ccc(Cl)cc1)Nc1cc([N+](=O)[O-])ccc1F	6	1	2	6	3	8	13	1	0.8	6
Cc1ccc(S(=O)(=O)N2CCc3ccccc3C2)cc1C	6	-4	0	10	-1	-2	16	-5	-0.9	2
COc1ccc(C(=O)NCCn2cc(SCC(N)=O)c3ccccc32)cc1	-2	-2	2	2	-1	-1	13	-2	0.3	0
COC(=O)c1cc2c(c3c4ccccc4n(S(=O)(=O)c4ccc(OC)cc4)c13)C(=O)N(Cc1ccc(N(C)C)cc1)C2	13	4	-3	-15	-2	-3	2	2	0.1	2
Cc1nc(N2CCN(Cc3ccccc3)CC2)nc2c1C(=O)CC(c1ccco1)C2 (centres undefined)	5	4	-4	9	9	7	-11	1	0.6	-6
COc1ccc(/C=N\NC(=O)c2ccccc2OC)cc1COc1c(F)c(F)c(F)c(F)c1F	-4	-1	-2	-6	-1	-2	-2	-1	-179	-3
Cc1cccc(NC(=O)c2cc(=O)[nH]c3ccccc23)c1	-2	0	-5	-1	-8	3	13	-4	0.1	3
COc1ccc(NC(=O)CCN2CCN(c3ccc(F)cc3)CC2)cc1	-5	-2	1	-2	-12	3	14	-2	0.3	0
Cc1cccc(Oc2cc(NC(=O)Cn3cnc([N+](=O)[O-])n3)cc([N+](=O)[O-])c2)c1	28*	-3	11*	6	1	-15	-7	8	0.5	8
Cc1ccc(C(=O)C(OC(=O)CN2C(=O)c3ccccc3C2=O)c2ccccc2)cc1 (centres undefined)	7	4	4	-10	4	0	-1	3	0.8	0
COc1ccc(NC(=O)CN2C(=O)CSC2=O)cc1	-1	4	4	1	-4	3	-7	-3	0.4	-3
CCc1ccc(-c2csc3nc[nH]c(=O)c23)cc1	3	-1	0	16	-17	-7	9	-2	0.1	4
O=C(CCCc1ccccc1)NCc1cccnc1	-3	-3	-1	-5	-1	4	11	-1	-0.3	-1
COc1ccc(C(CC(=O)O)NC(=O)c2cc3cc(Br)ccc3oc2=O)cc1OC (centres undefined)	-2	-8	-7	0	3	-3	-5	-6	0.2	0
CNC(C)C(=O)NC(C(=O)N1CCCC1C(=O)NNc1ccccc1)C(C)C (centres undefined)	-1	11	0	11	6	1	9	-6	0.2	2
COC/C=C/C1=CC2=CC(=O)C(C)(OC(=O)C3CCCC3)C(=O)C2=CO1 (centres undefined)	7	64*	-18	-3	21	2	0	1	1.1	-6
Cc1cccc(-c2nnc(SCC(=O)N3CCOCC3)o2)c1	-4	4	2	2	-4	-6	4	-4	-0.2	-5
COc1ccc(C(O)P(=O)(OC(C)C)OC(C)C)c(OC)c1 (centres undefined)	6	5	6	-2	-6	0	-4	0	0.1	6
COc1ccc(NC(=O)CC2C(=O)N(C)C(=S)N2Cc2ccc3c(c2)OCO3)cc1 (centres undefined)	2	2	-1	5	-1	2	-3	-2	0.8	-4
O=C(O)c1ccccc1C(=O)c1ccc2c(c1)N(Cc1cccc(F)c1)C(=O)CO2	5	2	8	-8	13	-5	9	4	-0.5	4
Oc1ccccc1-c1nc2cnccn2c1Nc1ccc2c(c1)OCCO2	0	3	-15	3	11	-7	1	3	0.1	-2
CCC1CCCCN1C(=O)c1ccc(OC2CCN(Cc3ccccn3)CC2)cc1 (centres undefined)	-2	2	-1	7	-8	-6	-2	1	0.3	4
O=S(=O)(NCCc1cn2ccccc2n1)c1cccs1	-12	-3	0	-1	-6	5	6	0	-0.2	6
Cn1c(=O)c2cc(NCc3ccccc3)nnc2n(C)c1=O	-75	13	-111	28*	44*	-2	75*	-21	5.4	3
CC(OC(=O)CNC(=O)c1cccs1)C(=O)Nc1ccc(S(N)(=O)=O)cc1 (centres undefined)	-12	-3	-2	11	2	-4	-8	3	-0.1	-1
COc1ccc(-n2c(C)cc(C(=O)NC3CCCCC3)c2C)cc1	-2	2	1	6	10	-2	7	-2	0.2	0
Cc1cccc(-c2nc3ccccc3c(=O)n2NC(=O)c2cccs2)c1	-5	-1	0	-6	-3	4	0	-4	-0.1	4
CCOC(=O)c1ccc(S(=O)(=O)Nc2ccc(N3CCOCC3)cc2)cc1	-4	0	-1	-14	-8	-1	-8	-8	-0.6	5
COC(=O)Cn1c(CN2CCOCC2)nc2c1c(=O)n(C)c(=O)n2C	-3	5	5	-10	-5	-9	-8	0	-0.5	-2
Cc1ccc(NS(=O)(=O)N(C)C)cc1	-1	1	7	-6	-5	3	-5	3	0.0	-6
Cc1cc2ccccn2c1C(=O)c1cccc(F)c1	-7	1	-3	-5	0	-9	5	-3	-0.5	2
CCCc1cc2c(c(NC(C)=O)n1)c(=O)oc1ccccc12	-250	-5	-14	-6	-10	9	8	-46	1.4	-3
Cc1ccc2c(c1)Oc1ccc(NC(=O)CCCl)cc1C(=O)N2	11	5	5	5	-12	-1	-2	1	0.1	-6
CN(C)CCCNC(=O)C(=O)NCC1OCCN1S(=O)(=O)c1cccs1 (centres undefined)	2	0	-6	1	-8	-8	1	-6	-0.1	6
O=C(N/N=C/c1ccc2c(c1)OCCO2)c1ccncc1	-10	-4	-6	4	2	-1	1	-3	-0.4	-1

Screening data as filed in PubChem BioAssay.
